ERAP1 HTS inh = blocks human ERAP1 aminopeptidase activity; inhibition, % at 10.7 µM; 340,000 compounds, 0.15% hits; AID 652197; recombinant ERAP1, Leu-AMC fluorescence, 60 min; Q9NZ08;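 active means mean replicate inhibition of at least 30%, or all replicates individually reaching that 30% level; inactive means mean below 30% and not every replicate reaching it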;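 further: 0% = neutral control wells and 100% = L-leucinethiol positive control wells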
Target sequence (Q9NZ08 whole entry, looked up): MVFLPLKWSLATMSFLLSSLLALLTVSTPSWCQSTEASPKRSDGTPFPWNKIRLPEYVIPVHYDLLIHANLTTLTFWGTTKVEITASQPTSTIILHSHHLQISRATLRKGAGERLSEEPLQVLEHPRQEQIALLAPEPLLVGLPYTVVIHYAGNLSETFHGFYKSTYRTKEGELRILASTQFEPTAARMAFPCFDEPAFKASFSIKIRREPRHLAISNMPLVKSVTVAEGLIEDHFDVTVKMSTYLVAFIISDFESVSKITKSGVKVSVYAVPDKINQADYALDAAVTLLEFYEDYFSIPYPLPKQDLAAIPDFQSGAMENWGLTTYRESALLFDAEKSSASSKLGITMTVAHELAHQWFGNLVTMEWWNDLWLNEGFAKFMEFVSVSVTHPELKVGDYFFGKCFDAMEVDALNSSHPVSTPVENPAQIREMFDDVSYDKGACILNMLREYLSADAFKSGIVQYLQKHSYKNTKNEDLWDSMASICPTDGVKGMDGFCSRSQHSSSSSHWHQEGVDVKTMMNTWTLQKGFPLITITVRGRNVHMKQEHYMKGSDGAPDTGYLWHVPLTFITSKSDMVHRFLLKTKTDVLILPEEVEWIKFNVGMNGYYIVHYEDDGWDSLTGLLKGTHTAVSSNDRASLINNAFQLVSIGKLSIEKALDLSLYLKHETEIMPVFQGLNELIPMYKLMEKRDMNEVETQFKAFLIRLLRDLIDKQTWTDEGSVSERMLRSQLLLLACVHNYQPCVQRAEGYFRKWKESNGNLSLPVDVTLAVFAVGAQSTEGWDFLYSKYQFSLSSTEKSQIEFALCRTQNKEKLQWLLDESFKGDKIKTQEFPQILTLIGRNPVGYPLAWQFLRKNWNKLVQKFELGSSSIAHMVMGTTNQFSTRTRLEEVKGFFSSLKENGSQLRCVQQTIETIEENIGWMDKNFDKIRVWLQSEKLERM
PAX8 reporter = inhibitors of PAX8 transcriptional activity in RMG-I cells; AID 652154; inhibition, % at 12.6 µM; 360,000 compounds, 1.2% hits; RMG-I TPO-luciferase reporter, SteadyGlo, 24 h;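 active means mean replicate inhibition at least 60% with every replicate also reaching 60%; inconclusive means only one of the two criteria is met; inactive means mean below 60% and not all replicates reaching 60%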;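 further: luciferase light reporting Pax8 driven TPO promoter activity; plate controls were median of neutral control wells for no effect and mitoxantrone controls for full effect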
LGR2 inh = Drosophila LGR2 receptor signaling inhibition. HEK293 LGR2, CRE-luciferase, bursicon-stimulated, 4 h. inhibition, % at 9.99 µM. 380,000 compounds, 0.35% hits. AID 720647;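 active means drop in luminescence signal, shown as inhibition above about 50% in the replicate tests, limit read from the data, passing the limit was not always enough; inconclusive means probably only some replicates passing the limit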;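 further: agonist challenge used bursicon conditioned medium at about half maximal strength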
S100A4 inh HTS = inhibitors of human S100A4 binding to myosin IIA peptide; P26447; S100A4/TAMRA-MyoIIA peptide fluorescence polarization; inhibition, % at 10.7 µM; 360,000 compounds, 0.14% hits; AID 652163;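 active means mean inhibition of at least 70% across replicates, with every replicate also reaching that level; inconclusive means mean inhibition reaches 70% but some replicates fall short; inactive means mean inhibition below 70%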
Target sequence (P26447 whole entry, looked up): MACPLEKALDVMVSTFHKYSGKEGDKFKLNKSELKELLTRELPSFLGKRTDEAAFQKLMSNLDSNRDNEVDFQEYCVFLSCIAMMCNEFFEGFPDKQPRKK
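assay system = human S100A4 monomer with TAMRA-labelled myosin IIA peptide | also added = labelled myosin peptide probe, 5 nM | incubation = 5 min between mix addition and reading | control set = DMSO and TFP controls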
PglD inh = PglD (C. jejuni) enzyme inhibition | purified PglD enzyme, DTNB colorimetric CoA detection | inhibition, % at 12.5 µM | 360,000 compounds, 0.098% hits | AID 602405; in the data active means inhibition above about 16%, passing the limit was not always enough; inconclusive means no clear call, values can overlap the other calls; further: strong numbers were not always called active
EWS-Fli block = EWS/Fli transcriptional activity inhibition; AID 651661; inhibition, % at 12.6 µM; 350,000 compounds, 0.67% hits; A673 NR0B1-luciferase reporter, viability-normalised;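 active means mean inhibition of at least 50% after viability correction, with every replicate also passing that limit; inconclusive means mean reaches 50% but only one of two replicates passes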;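 further: firefly luciferase signal divided by Alamar Blue viability fluorescence both relative to DMSO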
PGC1a acetyl inh = modulators of PGC1a acetylation; U2OS PGC1a acetylation, AlphaScreen anti-acetyl-lysine; with virally co-expressed GCN5 acetyltransferase; inhibition, % at 15.6 µM; 350,000 compounds, 0.17% hits;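 active means every replicate shows inhibition of at least 40%; inconclusive means mean inhibition at least 40% but some replicate below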;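 further: 0% = neutral control wells and 100% = positive control wells; some results beyond the cut were filed as inactive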
FN deposition inh = fibronectin deposition inhibition; AH1F fibroblasts, Alexa488-fibronectin deposition fluorescence, overnight; inhibition, % at 12.6 µM; 350,000 compounds, 0.086% hits; AID 743247;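 active means mean inhibition across replicates of 30% or more, regardless of how many single replicates reach that level; inconclusive means mean under 30% yet at least half of replicates reach 30%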;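 further: positive control wells lacked labelled fibronectin entirely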
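Assay system: AH1F fibroblast monolayer, labelled fibronectin deposition. Amount: 10000 cells per well. Also added: labelled fibronectin 24 nM. Compound: single-point pinned compound. Incubation: cell attachment 1 h, compound and FN exposure overnight. Detection: fluorescence after three HBSS washes, excitation 485 nm, emission 525 nm. Read-out: inhibition of fibronectin deposition signal.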
An asterisk follows results filed as active; ? = inconclusive; . = no result given; & = joins results of further samples. An unsorted share of the library. Share with any hit: about 2.1%.

SMILES | ERAP1 HTS inh | PAX8 reporter | LGR2 inh | S100A4 inh HTS | PglD inh | EWS-Fli block | PGC1a acetyl inh | FN deposition inh
COCCNCC(=O)C12CC3CC(CC(C3)C1)C2 | -1 | . | -6 | -3 | -1 | 9 | 4 | .
COc1ccccc1-c1cnn2c(NCCc3ccccc3)cc(C)nc12 | -5 | -85 | -95 | 11 | 12 | -77 | -5 | -3
CNC(=O)C[C@@H]1CC[C@@H]2[C@H](COC[C@H](O)CN2S(=O)(=O)c2ccc(Oc3ccccc3)cc2)O1 | 2 | -9 | -1 | 9 | 0 | 6 | 8 | -19
O=C(O)CCc1ccc(-c2cccs2)n1CCc1ccccc1 | -1 | -14 | 3 | 4 | -184 | 9 | 3 | 0
CS(=O)(=O)N1CC2(C1)[C@H](c1ccccc1)[C@H](CO)N2CCC(F)(F)F | -2 | -7 | -4 | 1 | . | -2 | -1 | .
CCn1c(SCC(=O)O)nnc1-c1ccc(S(=O)(=O)N2CCCC2)cc1 | 1 | 3 | 1 | 0 | -5 | 6 | . | 1
CC(C)(C)OC(=O)N1CCN(C(=O)c2ncn3c2c(=O)[nH]c2ccccc23)CC1 | -4 | 2 | ? | 2 | 1 | -4 | -17 | 4
O=C(c1cccs1)N1C[C@@H](n2cc(C3CC3)nn2)[C@H](O)C[C@@H]1c1ccccc1 | . | -24 | 9 | -1 | 4 | -6 | 1 | 0
O=C(C[C@H]1C=C[C@@H](NC(=O)c2cnccn2)[C@H](CO)O1)NCc1ccccc1F | 0 | -3 | 11 | 3 | 0 | 9 | -4 | -11
CCc1ccc(NC(=O)CS(=O)CC(=O)Nc2ccc(-n3cnnn3)c(C)c2)cc1 (stereo not given) | 0 | 2 | 13 | 2 | -4 | 4 | . | 1
COc1ccc(OC)c(NC(=O)Nc2nc(C(C)N)cs2)c1 (stereo not given) | -3 | -7 | 5 | -4 | -5 | -10 | -2 | 7
COCC#Cc1ccc([C@H]2[C@H](CO)N3C(=O)CN(C(=O)C4CCCC4)C[C@@H]23)cc1 | -3 | . | 14 | 0 | . | 18 | -12 | 4
COc1cc(OC)c(C(=O)OCC(=O)Nc2ccc(N3CCOCC3)cc2)cc1OC | -2 | . | 8 | 1 | -3 | -9 | . | 0
O=C1c2c(-c3ccc(Br)cc3)noc2CCN1Cc1cn(Cc2ccccc2)nn1 | 0 | 10 | 6 | 6 | . | 1 | . | 2
O=C(CCNC(=O)C1CCN(S(=O)(=O)c2ccc(F)cc2)CC1)NCc1ccc(Cl)cc1 | 0 | 15 | -5 | 0 | 7 | -8 | . | -11
CCN(CC)S(=O)(=O)c1ccc2[nH]c(=O)[nH]c2c1 | . | 55 | . | . | 4 | . | 14 | -1
CC#CCN(Cc1ccco1)C(=O)C1CCC(=O)N(Cc2ccccc2F)C1 (stereo not given) | 0 | -21 | -8 | -4 | 0 | . | -2 | 3
Cc1cccc(COCCN2CCN(S(=O)(=O)c3ccccc3)CCC2=O)c1 | -2 | 2 | 1 | -2 | 9 | -2 | . | -6
O=[N+]([O-])c1ccccc1-n1cnc2ccccc21 | 0 | 6 | -10 | 2 | . | 5 | 9 | 6
C=CCn1c(SCC(=O)Nc2ccc3c(c2)OCCO3)nc2cc(C(=O)O)ccc2c1=O | 1 | -10 | 4 | -3 | 1 | 1 | -6 | 0
COC(=O)C1=C(C)N(c2cccc(OC)c2)C(=O)/C1=C\c1ccco1 | 0 | 35 | 13 | 12 | . | 4 | . | -3
Cc1cc(C)c2c(N)c(C(=O)c3cccc(Cl)c3)sc2n1 | 1 | 16 | 2 | -1 | -2 | -19 | 7 | 2
CO[C@H]1CN(C)C(=O)c2cc(NC(=O)Nc3cccc(F)c3)ccc2OC[C@H](C)N(C(=O)Nc2c(C)noc2C)C[C@H]1C | 3 | 11 | -16 | -13 | -3 | -2 | -1 | -9
Cc1noc(C)c1S(=O)(=O)Nc1ccc2c(c1)C(=O)N([C@H](C)CO)C[C@@H](C)[C@H](CN(C)Cc1ccc(C(=O)O)cc1)O2 | 0 | . | 1 | 3 | 9 | -18 | -3 | .
COc1ccc(OC)c(CNC(=O)COc2cc(=O)n(C)c3ccccc23)c1 | 1 | 17 | 5 | 3 | 1 | . | 3 | 1

Next part.
SMILES | ERAP1 HTS inh | PAX8 reporter | LGR2 inh | S100A4 inh HTS | PglD inh | EWS-Fli block | PGC1a acetyl inh | FN deposition inh
C[C@H](CO)N1C[C@H](C)[C@@H](CN(C)C(=O)CC2CC2)Oc2cc(C#CCC3CCCC3)ccc2S1(=O)=O | 2 | 2 | 15 | -3 | 3 | 18 | 14 | .
O=C(C1CCC1)N1CC2(C1)[C@H](c1ccccc1)[C@H](CO)N2C(=O)NC1CCCC1 | 2 | -13 | 6 | 0 | . | -7 | -10 | .
CCN(CC(=O)Nc1ccccc1C(F)(F)F)C(=O)c1ccc2c(c1)NC(=O)CS2 | 0 | 0 | 7 | -3 | 0 | 2 | . | -7
CNC[C@@H]1OCCCC[C@H](C)Oc2ccc(NS(C)(=O)=O)cc2C(=O)N([C@@H](C)CO)C[C@@H]1C | 4 | -14 | -1 | 89* | 8 | 3 | -20 | .
Cc1cccc(S(=O)(=O)N(C)C[C@H]2OCc3cn(nn3)CCCC(=O)N([C@H](C)CO)C[C@@H]2C)c1 | -2&0&0 | 13&-18 | -1&-12 | -15&-3&13 | 18&-2&2 | 3&-1&-1 | 11&-5 | -4&1
CN(C)S(=O)(=O)Nc1cccc(Br)c1 | -3 | 7 | 2 | 3 | . | -7 | . | 7
CCOc1ccccc1CNC(CC)CO (stereo not given) | -3 | -13 | 23 | 4 | . | -4 | . | 4
Cc1ccc(OCCn2cc(/C=N/NC(=O)c3ccncc3)c3ccccc32)cc1 | . | -8 | -9 | . | 9 | 1 | -7 | 7
C[C@@H]1CN([C@@H](C)CO)C(=O)Cc2cc(NC(=O)Nc3ccc4c(c3)OCO4)ccc2O[C@@H]1CN(C)C | -1 | 3 | 5 | 5 | 2 | -17 | 1 | .
CNC(=O)[C@@H]1C[C@H]1[C@@H](NC(=O)OCc1ccccc1)c1ccccc1 | -4 | -5 | -12 | 13 | -3 | 10 | 3 | -3
CN(CCc1ccccc1)C(=O)c1ccc(NC(=O)Cc2cccc(NC(=O)C3CCN(S(=O)(=O)c4cccc([N+](=O)[O-])c4)CC3)c2)cc1 | . | -44 | 10 | 0 | -5 | -5 | . | -3
CCCn1c(=S)[nH]c2cc(C(=O)N3CCN(C)CC3)ccc2c1=O | -2 | -10 | 10 | 3 | -1 | -4 | 13 | -5
C[C@H]1CN([C@@H](C)CO)C(=O)c2cc(-c3cccnc3)cnc2O[C@@H]1CN(C)C(=O)Nc1ccc2c(c1)OCO2 | 2 | . | 3 | -8 | 1 | -2 | 11 | -7
CC(C)C[C@H]1CN=C(N(C)C)N1CCc1cccc(F)c1 | -2 | 13 | 14 | 7 | 0 | 1 | 3 | 0
C[C@H](CO)NC(=O)[C@H](C)[C@H]1C[C@]1(C)[C@H](NC(=O)OCc1ccccc1)c1ccccc1 | -2 | 3 | 12 | -3 | 1 | 1 | -4 | -7
Cc1[nH]c2ccccc2c1CC(=O)Nc1ccc(Nc2cccnc2)c(Br)c1 | -4 | 27 | 6 | 4 | . | 14 | . | 7
O=C(CCCc1ccccc1)Nc1ccc(S(=O)(=O)N2CCOCC2)cc1 | . | -8 | 2 | 1 | 4 | 12 | -4 | 9
C#CCNC(=O)C1=C[C@H](c2ccc(Br)cc2)C[C@H](OCc2ccc(CO)cc2)O1 | 1&1 | 6&-5 | . | -2&19 | -8 | 0&-9 | -2&-18 | 2
CCN1CCN(C(=O)c2cc(-c3ccco3)nc3ccccc23)CC1 | -1 | 15 | -1 | 7 | 1 | 0 | . | -4
C=CCn1c(SCC(=O)NCc2ccccc2)nnc1C1CCCCC1 | 0 | . | 13 | 1 | 2 | . | . | .
CN(CC(=O)Nc1ccc(F)c(F)c1F)C(=O)c1ccc(-n2cncn2)c([N+](=O)[O-])c1 | 3 | 4 | -1 | -3 | . | 7 | . | -9
C[C@@H]1CN([C@H](C)CO)C(=O)c2cc(-c3cccnc3)cnc2O[C@H]1CN(C)C(=O)Nc1ccc(C(F)(F)F)cc1 | -1 | . | 8 | -5 | 1 | 1 | 4 | -11
O=C(COC(=O)c1nc(Cl)ccc1Cl)c1ccc[nH]1 | -2 | -17 | -7 | -7 | 1 | 2 | -12 | -6
O=C1CCS/C(=N\N=C\c2ccc(Cl)cc2Cl)N1 | 0 | -87 | -85 | 11 | . | -44 | 7 | 4

In the list so far, these contain fluorine:
SMILES | ERAP1 HTS inh | PAX8 reporter | LGR2 inh | S100A4 inh HTS | PglD inh | EWS-Fli block | PGC1a acetyl inh | FN deposition inh
CS(=O)(=O)N1CC2(C1)[C@H](c1ccccc1)[C@H](CO)N2CCC(F)(F)F | -2 | -7 | -4 | 1 | . | -2 | -1 | .
O=C(C[C@H]1C=C[C@@H](NC(=O)c2cnccn2)[C@H](CO)O1)NCc1ccccc1F | 0 | -3 | 11 | 3 | 0 | 9 | -4 | -11
O=C(CCNC(=O)C1CCN(S(=O)(=O)c2ccc(F)cc2)CC1)NCc1ccc(Cl)cc1 | 0 | 15 | -5 | 0 | 7 | -8 | . | -11
CC#CCN(Cc1ccco1)C(=O)C1CCC(=O)N(Cc2ccccc2F)C1 (stereo not given) | 0 | -21 | -8 | -4 | 0 | . | -2 | 3
CO[C@H]1CN(C)C(=O)c2cc(NC(=O)Nc3cccc(F)c3)ccc2OC[C@H](C)N(C(=O)Nc2c(C)noc2C)C[C@H]1C | 3 | 11 | -16 | -13 | -3 | -2 | -1 | -9
CCN(CC(=O)Nc1ccccc1C(F)(F)F)C(=O)c1ccc2c(c1)NC(=O)CS2 | 0 | 0 | 7 | -3 | 0 | 2 | . | -7
CC(C)C[C@H]1CN=C(N(C)C)N1CCc1cccc(F)c1 | -2 | 13 | 14 | 7 | 0 | 1 | 3 | 0
CN(CC(=O)Nc1ccc(F)c(F)c1F)C(=O)c1ccc(-n2cncn2)c([N+](=O)[O-])c1 | 3 | 4 | -1 | -3 | . | 7 | . | -9
C[C@@H]1CN([C@H](C)CO)C(=O)c2cc(-c3cccnc3)cnc2O[C@H]1CN(C)C(=O)Nc1ccc(C(F)(F)F)cc1 | -1 | . | 8 | -5 | 1 | 1 | 4 | -11

Quoted at random: two compounds from above, in no set order.
SMILES | ERAP1 HTS inh | PAX8 reporter | LGR2 inh | S100A4 inh HTS | PglD inh | EWS-Fli block | PGC1a acetyl inh | FN deposition inh
C[C@@H]1CN([C@@H](C)CO)C(=O)Cc2cc(NC(=O)Nc3ccc4c(c3)OCO4)ccc2O[C@@H]1CN(C)C | -1 | 3 | 5 | 5 | 2 | -17 | 1 | .
CC#CCN(Cc1ccco1)C(=O)C1CCC(=O)N(Cc2ccccc2F)C1 (stereo not given) | 0 | -21 | -8 | -4 | 0 | . | -2 | 3

Screening data (PubChem BioAssay)
